High-throughput results as filed in PubChem BioAssay.
Pin1 inh = qHTS Assay to Find Inhibitors of Pin1; Potency, µM (top dose mostly 115 µM), without a hit: top-dose activity, negative = inhibition, usual class: inhibitors; 390,000 compounds, 0.009% hits; Pin1 FP peptide displacement, HiFluor488, 10 min; Peptidyl-prolyl cis-trans isomerase NIMA-interacting 1 (Homo sapiens), Q13526; active = well fitted inhibition curve with a large enough effect in the polarisation, with a control signal flat, not every such curve was filed as active; inconclusive = small, poorly fitted or top-dose-only effect, or effect the other way, or a change in a side signal; inactive = no such curve, though single readings can be large or run the other way; the % refers to the polarisation; also: potency is read from the fitted curve at half-maximal effect; % is scaled to controls: 0 for no effect and ±100 for the full control effect
Target sequence (Q13526 whole entry, looked up): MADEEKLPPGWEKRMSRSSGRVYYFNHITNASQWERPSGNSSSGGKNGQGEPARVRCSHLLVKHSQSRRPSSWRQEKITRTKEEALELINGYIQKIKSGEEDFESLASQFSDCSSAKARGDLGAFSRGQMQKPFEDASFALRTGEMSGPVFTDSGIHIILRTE
PI4K2A inh = qHTS for small molecular inhibitors of PI4K2A. purified PI4K2A, ADP-Glo luminescence, 1 h; stronger effect = lower value. 420,000 compounds, 0.13% hits. activity change, negative = inhibition, % at 76.9 µM. Phosphatidylinositol 4-kinase type 2-alpha (Homo sapiens), Q9BTU6. AID 1346378, 2018; in the data active = activity change below about -50%; inconclusive = mostly about -30% to -49%;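 also: -100% = wells without enzyme as full effect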
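In this quantitative HTS, ADP production by PI4K2A was quantified luminescently after 1 h at ambient temperature; 100 microM adenosine served as plate-quality control.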
GLS inh = qHTS for Inhibitors of Glutaminase (GLS). Potency, µM (series often up to 45.5 µM), for the others: at the highest dose activity change, negative = inhibition, most hits filed as inhibitors. 410,000 compounds, 0.21% hits. AID 624170, 2012. GLS enzymatic activity, qHTS titration; also: potency is read from the fitted curve at half-maximal effect; % is scaled to controls: 0 for no effect and ±100 for the full control effect
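Two-point fluorescence kinetic (t0, 30 min RT) for hKGA; glutamate detected via glutamate oxidase–HRP–Amplex Red. Substrate: 1 mM L-glutamine solution; buffer 45 mM KH2PO4, pH 8.2.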
TrxR1 inh = qHTS Assay for Inhibitors of Mammalian Selenoprotein Thioredoxin Reductase 1 (TrxR1): qHTS; Thioredoxin reductase 1, cytoplasmic (Rattus norvegicus), O89049; recombinant rTrxR1, NADPH fluorescence consumption, selenite substrate; Potency, µM (doses to about 114 µM), for the others: at the top dose activity change, negative = inhibition, hits mostly inhibitors; 390,000 compounds, 1% hits; also: potency is read from the fitted curve at half-maximal effect; % is scaled to controls: 0 for no effect and ±100 for the full control effect; nearly all actives have a fitted effect of over 65% in size
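Rat TrxR1 (90 nM in the dispensed reagent) was pre-reduced with 400 uM NADPH for 5 min at room temperature, then incubated with compound for 15 min. After 400 uM selenite was added, NADPH fluorescence (Ex 340/Em 450 nm) was followed for 8 min.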
Tb PGK inh = qHTS Assay to Find Inhibitors of Phosphoglycerate Kinase | Potency, µM (top dose mostly 57.5 µM), inactives show at the top dose activity change, negative = inhibition, most hits filed as inhibitors | Phosphoglycerate kinase, glycosomal (Trypanosoma brucei brucei), P07378 | AID 602233, 2012 | PGK/GAPDH coupled, Kinase-Glo luminescence, 60 min | 380,000 compounds, 0.043% hits; also: potency is read from the fitted curve at half-maximal effect; % is scaled to controls: 0 for no effect and ±100 for the full control effect; nearly all actives have a fitted effect of over 60% in size
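Recombinant glycosomal PGK reaction used 1,3-bisphosphoglycerate generated in-well by GAPDH (100nM final) in 100mM TEA pH 7.6, 5mM MgCl2, 0.01% Tween-20. After 60 minutes at room temperature, ATP was read by Kinase-Glo Plus luminescence end-point.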
USP1-UAF1 inh = Inhibitors of USP1/UAF1: Primary Screen; Potency, µM (top dose mostly 57.1 µM), inactives show at the top dose activity change, negative = inhibition, most hits filed as inhibitors; recombinant USP1/UAF1, Ub-Rhodamine cleavage fluorescence; 390,000 compounds, 0.23% hits; Ubiquitin carboxyl-terminal hydrolase 1 (Homo sapiens), O94782; also: potency is read from the fitted curve at half-maximal effect; % is scaled to controls: 0 for no effect and ±100 for the full control effect; nearly all actives have a fitted effect of over 60% in size; inactives centre near -12
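Step one: compound is pinned into 1nM USP1/UAF1 in HEPES pH 7.8 buffer with TCEP. Step two: 15 min room-temperature incubation. Step three: Ub-Rho (150nM final) starts cleavage, tracked by fluorescence over six one-minute reads.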
TrxR1 substrate = qHTS Assay for Substrates of Mammalian Selenoprotein Thioredoxin Reductase 1 (TrxR1): qHTS. Thioredoxin reductase 1, cytoplasmic (Rattus norvegicus), O89049. purified TrxR1 substrate turnover, NADPH consumption readout. Potency, µM (doses to about 114 µM), for the others: at the top dose activity change, negative = substrate turnover. 390,000 compounds, 0.01% hits; also: potency is read from the fitted curve at half-maximal effect; % is scaled to controls: 0 for no effect and ±100 for the full control effect; nearly all actives have a fitted effect of over 50% in size
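Rat TrxR1, dispensed at 90 nM, was prereduced with 400 uM NADPH (final) for 5 min at ~22 deg C, then incubated with compound 15 min before 400 uM selenite. A first-read NADPH fluorescence drop versus no-compound background flagged substrates.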
HP1b chromo inh = HTS for Inhibitors of HP1-beta Chromodomain Interactions with Methylated Histone Tails. Potency, µM (series often up to 114 µM), without a hit: at the highest dose activity change, negative = inhibition, most hits filed as inhibitors. AID 540317, 2011. Chromobox protein homolog 1 (Homo sapiens), P83916. 390,000 compounds, 0.56% hits. AlphaScreen HP1-beta / biotin-H3K9me3 peptide binding; also: potency is read from the fitted curve at half-maximal effect; nearly all actives have a fitted effect of over 70% in size; inactives centre near 23
Target sequence (P83916 whole entry, looked up): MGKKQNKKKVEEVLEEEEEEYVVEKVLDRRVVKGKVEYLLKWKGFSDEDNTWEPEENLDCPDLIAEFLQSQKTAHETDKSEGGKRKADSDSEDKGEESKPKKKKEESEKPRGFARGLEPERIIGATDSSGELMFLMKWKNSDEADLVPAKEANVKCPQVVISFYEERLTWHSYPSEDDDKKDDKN
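Compound inhibition of the preformed complex between 50 nM HP1-beta and 50 nM biotinylated H3K9me3 peptide was read by AlphaScreen. Buffer was PBS pH 7.4 with 0.01% Tween-20. Incubations ran 30 min at room temperature, with 10 ug/mL donor/acceptor beads.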
mIDH1 inhibitor = qHTS for Inhibitors of mutant isocitrate dehydrogenase 1 (IDH1): qHTS. Potency, µM (highest dose often 76.6 µM), for the others: top-dose activity change, negative = inhibition, actives largely listed as inhibitors. AID 602179, 2012. IDH1-R132H enzyme, NADPH consumption, diaphorase/resazurin fluorescence. 390,000 compounds, 0.093% hits; also: potency is read from the fitted curve at half-maximal effect; % is scaled to controls: 0 for no effect and ±100 for the full control effect; nearly all actives have a fitted effect of over 65% in size
Target sequence (O75874 whole entry R132H, stated change not applied): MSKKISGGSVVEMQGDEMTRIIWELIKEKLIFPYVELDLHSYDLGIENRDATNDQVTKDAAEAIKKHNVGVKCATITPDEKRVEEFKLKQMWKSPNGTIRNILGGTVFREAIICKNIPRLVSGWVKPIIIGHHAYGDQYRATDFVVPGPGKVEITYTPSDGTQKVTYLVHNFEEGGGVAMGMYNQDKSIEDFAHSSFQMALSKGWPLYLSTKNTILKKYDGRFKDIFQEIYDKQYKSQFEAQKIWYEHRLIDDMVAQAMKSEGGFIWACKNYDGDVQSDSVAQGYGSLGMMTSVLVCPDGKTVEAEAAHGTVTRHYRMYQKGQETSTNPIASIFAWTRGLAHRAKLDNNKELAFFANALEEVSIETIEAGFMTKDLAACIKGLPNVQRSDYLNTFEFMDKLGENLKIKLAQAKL
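IDH1-R132H (0.5 ug/mL) preincubated 30 min with compound, then NADPH (0.016 mM) and alpha-KG (2 mM) added; 80 min at RT, pH 7.5. Remaining NADPH coupled via diaphorase/resazurin to fluorescence (540/590 nm); concentration-response curves normalized to no-enzyme control.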
* hit, by the source's call; i = inactive; ? = inconclusive; . = not tested or not shown; [ ] = remark or other dose. Unless noted, calls follow the shape of the dose curve; as a rule, active = well fitted curve in the direction sought with a large enough effect; inconclusive = small, poorly fitted or top-dose-only effect, or another doubt; inactive = no such curve, though single readings can be large; an effect the other way counts as inactive or inconclusive.

SMILES	Pin1 inh	PI4K2A inh	GLS inh	TrxR1 inh	Tb PGK inh	USP1-UAF1 inh	TrxR1 substrate	HP1b chromo inh	mIDH1 inhibitor
COc1cc(CN(C(=O)c2ccc(OC(C)C)cc2)c2ccccn2)cc(OC)c1OC	-5%	1	-10%	0%	9%	1%	-13%	27%	0%
Nn1c(SCC(=O)Nc2ccc3c(c2)OCCO3)nnc1-c1ccncc1	3%	2	4%	7%	8%	-3%	3%	13%	-1%
O=C(O)CSC1=NC(=Nc2ccc(Cl)cc2)C2(CCCCC2)N1c1cccc(C(=O)O)c1	-1%	-1	4%	-16%	-6%	-11%	-4%	?	5%
CC(C)(C)C(=O)OCc1cc(=O)n2nc(C3CC3)sc2n1	5%	1	-14%	-1%[57.1 µM]	i	-12%	-4%[57.1 µM]	36%	4%
O=C(COC(=O)c1ccccc1-c1nc2ccccc2s1)NC1CCS(=O)(=O)C1 (centres undefined)	-10%	-5	4%	-4%	-2%	-9%	-1%	25%	-1%
Cc1cccc(NC(=O)Cc2ccc(F)cc2)c1	-4%	-6	2%	-1%[57.1 µM]	-11%	-13%	5%[57.1 µM]	20%	2%
COn1c(=O)c(-c2ccccc2)[n+]([O-])c2ccccc21	1%	-1	-15%	-1%[11.4 µM]	-11%	-3%	-2%[11.4 µM]	-18%	4%
CCc1ccccc1NC1=NCC(=O)N1Cc1ccccc1	1%	4	15%	-6%	9%	-9%	3%[57.1 µM]	32%	0%
Cc1nc(SCc2cccc(Oc3ccccc3)c2)n[nH]1	-7%	-3	3%	-4%[57.1 µM]	-1%	-7%	10%[57.1 µM]	32%	-6%
Cc1ccc(C(=O)Nc2ccccc2C(N)=O)o1	-1%	9	-3%	-1%[57.1 µM]	-9%	-5%	2%[57.1 µM]	13%	7%
COc1ccc(C2C(C(=O)OCC3CCCO3)=C(C)NC3=C2C(=O)CC(c2ccco2)C3)cc1O (centres undefined)	?	-5	20%	-28%	i	-10%	-2%	-16%	6%
Cc1ccccc1OCC(=O)NC(Cc1c[nH]c2ccccc12)C(=O)O (centres undefined)	-16%	2	11%	12%[57.1 µM]	11%	-14%	9%[57.1 µM]	47%[activator]	9%
C[C@H]1CN=C(Nc2ccccc2)N1CC1CCCCCC1	-4%	-2	-1%	16%	-8%	-10%	-2%	15%	-13%
CCOc1ccccc1NC(=O)CCNC(=O)c1ccco1	-8%	2	1%	19%	-1%	-4%	7%	24%	7%
Cc1cc(C)c(NC(=O)CCCN2CCN(C)CC2)c(C)c1	-3%	-1	-1%	16%[57.1 µM]	-23%	-7%	9%[57.1 µM]	8%	2%
O=C(COC(=O)c1ccco1)c1ccc(Cl)cc1	2%	11	12%	25%	-7%	-20%	-3%	40%	-11%
CC(=O)Nc1c(O)nc(SCC(=O)N2CCCCC2)[nH]c1=O	5%	2	15%	-20%	-1%	-2%	-13%	24%	0%
COC(=O)c1ccccc1NC(=O)NCc1ccccn1	-6%	7	-2%	15%[57.1 µM]	-5%	-4%	9%	44%[activator]	5%
COc1ccc(-n2nc(C(=O)N3CCN(c4ccccc4OC)CC3)c3c4ccccc4n(C)c3c2=O)cc1	-2%	5	-8%	-5%	.	-21%	-5%	39%[activator]	.
Nc1nc2ncc(C(=O)c3cc(Cl)cc(Cl)c3O)cc2s1	?	7	0%	10%	-8%	-17%	3%	?	-6%
CCOc1ccccc1NS(=O)(=O)c1ccc2[nH]c3c(c2c1)CCCCC3	9%	1	5%	8%	-12%	-9%	5%	?	1%
CCCCCCCCC(=O)NCCOc1ccccc1	-1%	0	0%	-33%	4%	-25%	1%	72%[activator]	4%
CCN(CC(=O)Nc1c(F)cccc1F)C(=O)c1ccc2c(c1)NC(=O)C(C)S2 (centres undefined)	11%	2	-5%	2%	1%	-16%	3%	34%	2%
CCCCn1c(NCc2cc(Cl)ccc2O)nc2ccccc21	2%	0	-1%	15%[57.1 µM]	-9%	-25%	-2%[57.1 µM]	48%[activator]	2%
CC(=O)N[C@@H](C)C(=O)N1CCC(n2nccc2NC(=O)CCCc2ccccc2)CC1	1%	10	-15%	-11%	-2%	-20%	-8%	45%[activator]	0%
Cc1nn(CC(=O)Nc2cccc(C(F)(F)F)c2)c(=O)c2nn(-c3ccccc3)c(C)c12	73%[activator]	-13	0%	-3%	-5%	?	-4%	38%	-13%
Cc1cccc(C(=O)Nc2sc(C(=O)N3CCCC3)c(C)c2C#N)c1	5%	-75*	3%	13%[57.1 µM]	-4%	-22%	6%[57.1 µM]	26%	0%
CCCC(=O)Nc1cc2c(cc1C(C)=O)OCCO2	-8%	2	-11%	43%[activator]	i	-11%	13%	76%[activator]	6%
Cc1oc(C)c(C(=O)O)c1COc1ccc(C(=O)O)cc1	-14%	-18	0%	18%	-2%	-12%	16%	14%	6%
CCOc1ccccc1C(=O)NC(C(=O)NCc1ccc(F)cc1)C(C)C (centres undefined)	-3%	3	3%	10%[57.1 µM]	4%	-10%	3%[57.1 µM]	30%[activator]	-2%
CCOc1ccc(OCCN2C(=O)NC3(CCCc4ccccc43)C2=O)cc1 (centres undefined)	-8%	7	4%	5%	2%	-26%	-2%	55%[activator]	2%
O=S(=O)(c1ccc(C(F)(F)F)cc1)N1CCN(CCOc2ccccc2)CC1	7%	-5	-15%	1%	i	-20%	-13%	46%[activator]	-1%
CC1=C(c2ccc(C)c(C)c2)S(=O)(=O)N=C1N1CCC(C(=O)NC(C)c2ccccc2)CC1 (centres undefined)	4%	2	-1%	-2%[57.1 µM]	.	-7%	-2%[57.1 µM]	-17%	.
COc1ccc(-c2nc3ccccc3c(=O)n2CCOc2cccc(C)c2C)cc1	2%	0	0%	-10%	6%	-8%	-7%	93%[activator]	-6%
CC(C)(C)N(NC(=O)Nc1ccc(Cl)cc1)C(=O)c1ccccc1	-1%	3	-1%	-10%[57.1 µM]	4%	4%	7%[57.1 µM]	22%	-2%
CCOC(=O)c1c(-c2ccccc2)c(C(C)=O)c(=O)n(C)c1C	-3%	-4	0%	4%[57.1 µM]	-5%	-17%	3%[57.1 µM]	46%[activator]	15%
COc1ccc(C)cc1NS(=O)(=O)c1ccc2c(c1)N(C)CCO2	-5%	1	6%	20%	-4%	-17%	-4%	12%	0%
Cc1cc(C)cc(NC(=O)COC(=O)Cn2cnc3c2c(=O)n(C)c(=O)n3C)c1	-4%	-2	-2%	17%	-10%	-9%	-3%	?	1%
Clc1cccc(CSc2ccc(-c3cccs3)nn2)c1	2%	1	-9%	12%	5%	?	0%	112%[activator]	-2%
O=C(Cn1ncc2c([nH]c3ccccc32)c1=O)N1CCN(c2ccccc2F)CC1	-11%	-2	16%	15%[57.1 µM]	0%	1%	4%[57.1 µM]	3%	-4%
Cc1ccc(S(=O)(=O)N2CCN(C(=O)Cn3nc(C)c([N+](=O)[O-])c3C)CC2)cc1	4%	-4	0%	16%	i	-3%	0%	36%[activator]	-4%
O=C(Nc1cccc2ccccc12)C1CCN(C(=O)NCc2ccccc2)CC1	5%	-5	4%	4%	-2%	-20%	0%	57%[activator]	7%
Cc1cc(C(=O)NCC(=O)OCC(=O)N2CCCCCC2)ccc1[N+](=O)[O-]	0%	-2	3%	-6%	6%	-9%	-5%	19%	7%
O=[N+]([O-])c1cc(-c2ccccc2)cc([N+](=O)[O-])c1O	?	-4	3%	8%[57.1 µM]	-2%	?	6%[57.1 µM]	?	14%
COC(=O)c1ccccc1N(Cc1ccccc1)S(C)(=O)=O	0%	0	13%	-10%	9%	7%	-6%	29%	-4%
Cc1cc(Cl)ccc1OCC(=O)N1CCCCC1	-5%	-2	-16%	20%[57.1 µM]	-10%	-13%	0%	-29%	-1%
O=C(NC(=S)NCc1ccccc1)c1cccc(Cl)c1	-3%	-2	-1%	-47%	9%	-13%	-4%	20%	5%
NC(=O)CSc1nc2c(c(=O)n1-c1ccccc1)C1(CCCCC1)Cc1ccccc1-2	9%	2	5%	15%	-8%	-20%	-1%	1%[57 µM]	52µM*
CCCCNS(=O)(=O)c1ccc2nc(-c3cccnc3)cc(C(=O)NCCC)c2c1	10%	1	6%	15%[57.1 µM]	10%	-18%	-2%[57.1 µM]	14%	37%[activator]
Cc1nc2ccccc2nc1OCc1ccc([N+](=O)[O-])cc1	-7%	1	-4%	-8%	i	-10%	-11%	4%	-10%
COc1cccc(NC(=O)Cn2c(=O)n(Cc3nc(-c4ccccc4)no3)c(=O)c3ccccc32)c1	11%	-2	0%	47%[activator]	i	9%	8%	52%[activator]	13%

This is a subset; the hit share may differ from the screen's.
